Screens as filed in PubChem.
TNF necrop inh – TNF-alpha cell death inhibition in Jurkat FADD-/- cells; Jurkat FADD-/- TNF necroptosis rescue, ATP luminescence, 24 h; 0 = TNF only, 100 = no-TNF cells; activation (protection from cell death), % at 10 µM; 0.068% of 220,000 active; AID 463075;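 active = activation, meaning protection from cell death, of at least 50% relative to plate controls; inactive = activation below 50%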;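 also: necroptosis triggered by 40 ng/mL TNF-alpha added together with compound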
zVAD death inh – blocks zVAD induced death of L929 cells. viability rescue, % at 10 µM. AID 1377. 0.38% of 220,000 active. L929 zVAD necroptosis rescue, ATP luminescence, 24 h; with zVAD 60 µM;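 active = activation, scaled between plate controls, above about 75%, limit read from the data; inactive = activation under that limit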;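 also: 0% = zVAD with DMSO and 100% = DMSO alone without zVAD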
Hck Nef HTS – inhibitors of human Hck kinase activated by Nef; P08631; Recombinant Hck-YEEI plus Nef, Z-Lyte FRET kinase assay; inhibition, % at 20 µM; 0.68% of 220,000 active;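 active = Hck-Nef kinase inhibition above about 50%, limit read from the data; inactive = inhibition below that limit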;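 also: 0% = DMSO with Hck plus Nef and 100% = Hck alone without Nef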
Thrombin inh – inhibitors of human thrombin; inhibition, % at 5 µM; alpha-thrombin, Boc-VPR-AMC fluorogenic substrate cleavage; 0.26% of 220,000 active; AID 1046; P00734;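 active = inhibition at or above 40%; inactive = inhibition below 40%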;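 also: 0% = enzyme with no compound and 100% = wells without enzyme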
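Assay system: human alpha-thrombin enzyme. Reagent: Boc-VPR-AMC substrate, 15 µM final. Compound dosing: one concentration per compound, 5 µM, with 0.2% DMSO. Incubation: room-temperature reaction. Technique: AMC fluorescence, 355/460 nm. Measure: % inhibition relative to enzyme controls and enzyme-free blanks.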
hK5 inh – kallikrein 5 (human) inhibition; recombinant hK5, fluorogenic AMC substrate cleavage; inhibition, % at 5 µM; 0.59% of 210,000 active; Q9Y337; AID 873;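 active = inhibition of 40% or more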;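 also: 0% = enzyme controls without compound and 100% = no-enzyme blanks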
Target sequence (Q9Y337 67-293 limits assumed): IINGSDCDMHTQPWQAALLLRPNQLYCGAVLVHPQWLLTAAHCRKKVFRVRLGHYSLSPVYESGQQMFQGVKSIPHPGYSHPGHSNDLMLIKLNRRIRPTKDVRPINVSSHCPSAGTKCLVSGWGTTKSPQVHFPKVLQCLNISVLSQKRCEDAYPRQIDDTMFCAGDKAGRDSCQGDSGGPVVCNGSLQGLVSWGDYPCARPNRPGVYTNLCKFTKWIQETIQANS
FXIIa inh – inhibitors of human coagulation factor XIIa | 0.3% of 220,000 active | P00748 | purified FXIIa, Boc-QGR-AMC fluorogenic substrate, 2 h | inhibition, % at 5 µM; in the data active = inhibition above about 40%;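 also: 0% = enzyme with no compound and 100% = blank without enzyme; many of its hits are not listed in these tables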
Target sequence (P00748 20-372 limits assumed): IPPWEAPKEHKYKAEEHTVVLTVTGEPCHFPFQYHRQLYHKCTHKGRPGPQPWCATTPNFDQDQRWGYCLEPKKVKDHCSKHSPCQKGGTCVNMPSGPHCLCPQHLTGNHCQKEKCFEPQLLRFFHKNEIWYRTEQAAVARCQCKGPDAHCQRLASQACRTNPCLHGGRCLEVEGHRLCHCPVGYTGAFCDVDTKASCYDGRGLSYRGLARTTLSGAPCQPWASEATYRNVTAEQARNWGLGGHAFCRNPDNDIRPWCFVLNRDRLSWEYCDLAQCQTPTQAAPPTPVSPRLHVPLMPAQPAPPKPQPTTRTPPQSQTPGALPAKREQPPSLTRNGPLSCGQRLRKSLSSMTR
Target sequence (P00748 373-615 limits assumed): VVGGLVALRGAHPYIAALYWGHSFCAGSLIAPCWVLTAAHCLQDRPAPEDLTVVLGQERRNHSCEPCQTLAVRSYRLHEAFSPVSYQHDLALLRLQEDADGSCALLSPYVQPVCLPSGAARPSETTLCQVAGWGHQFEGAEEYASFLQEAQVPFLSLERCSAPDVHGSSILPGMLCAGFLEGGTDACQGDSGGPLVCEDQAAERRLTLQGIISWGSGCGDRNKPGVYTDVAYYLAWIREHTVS
Rad51 HR inh – Rad51 (human) homologous recombination inhibition; Q06609; inhibition, % at 10 µM; 0.085% of 200,000 active; AID 1385; hRad51 DNA strand exchange, fluorescence dequenching;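 active = inhibition above 40% at the single screening dose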;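 also: 0% = DMSO control wells and 100% = blanks with heterologous ssDNA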
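System: human Rad51 nucleoprotein filaments preassembled on unlabelled ssDNA. Reagent: labelled 47-mer dsDNA for strand exchange. Schedule: 30-min compound preincubation and 15-min exchange, both room temperature. Measured by: FRET fluorescence dequenching, excitation 485 nm, emission 520 nm. Read-out: Fluorescence-based percent inhibition, control- and blank-normalised. Benchmarks: plate controls and plate blanks.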
KCC2 mod – modulators of human KCC2 chloride dependent transport | Q9H2X9 | KCC2 cells, thallium flux FluoZin-2 fluorescence | B-score of Tl+ flux slope (higher = more flux/activation; lower = inhibition) at 10 µM | 2.2% of 190,000 active | AID 1456;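 active = thallium flux slope and its plate-corrected score both differing from the plate sample mean at a set confidence after two filtering rounds, in either direction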;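 also: slope of fluorescence scaled to starting intensity during 10 to 20 s after thallium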
FXIa inh 1536 – factor XIa (human) inhibition | purified FXIa, Boc-Glu-Ala-Arg-AMC fluorogenic substrate | inhibition, % at 5 µM | 0.14% of 220,000 active;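 active = inhibition of at least 40%; inactive = inhibition below 40%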;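 also: fluorescence of freed AMC excited at 355 nm; 0% = enzyme without compound and 100% = no enzyme blank; many of its hits are not listed in these tables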
An asterisk follows results filed as active. Only part of the results is shown; count on the stated rates, not on these rows.

For O=C(Nc1ccc(S(=O)(=O)NCc2ccco2)cc1)c1ccc2ccccc2n1 the results were TNF necrop inh -3.2, zVAD death inh 7.1, Hck Nef HTS 6.9, Thrombin inh -4.7, hK5 inh -9.2, FXIIa inh 6.8 and FXIa inh 1536 -7.3.
Screening Cc1nn2c(-c3cccc(NC(=O)CN4CCOCC4)c3)nnc2c2ccccc12 returned TNF necrop inh -7.6, zVAD death inh 0.3, Hck Nef HTS 2.3, Rad51 HR inh -4.4 and KCC2 mod -1.44.
Screening COc1ccc(Oc2coc3cc(OC(=O)c4cccs4)ccc3c2=O)cc1 returned TNF necrop inh -9.3, zVAD death inh 0.1, Hck Nef HTS -0.2, Thrombin inh -0.5, hK5 inh 4.3, FXIIa inh 12.9, Rad51 HR inh -1.5, KCC2 mod 0.77 and FXIa inh 1536 3.5.
Screening CCc1nc(SCC(=O)Nc2cc(C)on2)c2c(C)c(C)sc2n1 returned TNF necrop inh 0.6, zVAD death inh 1.1, Hck Nef HTS 3.8, Thrombin inh -0.6, hK5 inh -5.7, FXIIa inh 16.3, Rad51 HR inh 1.8, KCC2 mod 1.79 and FXIa inh 1536 4.4.
`C/C=C(\C)C(=O)Nc1cccc(C2=NOC3(C2)C[C@@H](C(N)=O)N(C(=O)/C(C)=C/C)C3)c1` (stereo partly specified) gave TNF necrop inh 1.7, zVAD death inh 1.4, Hck Nef HTS 25.6, Thrombin inh -0.8, hK5 inh 0.1, FXIIa inh 9.3, Rad51 HR inh -3.4, KCC2 mod 0.507 and FXIa inh 1536 0.5.
O=C(COc1ccc(Cl)cc1Cl)N1CCCN(C(=O)COc2ccc(Cl)cc2Cl)CC1 was read as TNF necrop inh -1.7, zVAD death inh -0.5, Hck Nef HTS 9.3, Thrombin inh 1.0, hK5 inh 20.1, FXIIa inh 12.8, Rad51 HR inh 8.1, KCC2 mod 0.00236 and FXIa inh 1536 -0.8.
`Cn1c(=O)n(C)c2cc(/C=C3/NC(=O)N(Cc4ccccc4)C3=O)ccc21` gave TNF necrop inh -4.1, zVAD death inh -1.5, Hck Nef HTS 7.4, Thrombin inh -5.2, hK5 inh -6.8, FXIIa inh 5.5, Rad51 HR inh 4.5, KCC2 mod 0.385 and FXIa inh 1536 -4.9.
`CCCCN(CCCC)C(=O)CSc1nnc2n(C)c(=O)c3c4c(sc3n12)CCCC4` gave TNF necrop inh -5.2, zVAD death inh 0.5, Hck Nef HTS -1.8, Thrombin inh -0.9, hK5 inh -0.4, FXIIa inh 14.0, Rad51 HR inh 8.2, KCC2 mod 0.31 and FXIa inh 1536 6.8.
For COc1cc(/C=N/N=C(/C(=O)c2ccccc2)c2ccccc2)cc(OC)c1O the results were TNF necrop inh 4.2, zVAD death inh 4.4, Hck Nef HTS 2.3, Thrombin inh -1.3, hK5 inh -19.3, FXIIa inh 7.6, KCC2 mod -0.556 and FXIa inh 1536 5.4.
`O=C(O)CCC(=O)N1N=C(c2ccccc2)CC1c1cccs1` (stereo unspecified) gave TNF necrop inh 1.4, zVAD death inh -0.2, Hck Nef HTS 10.1, Thrombin inh 1.5, hK5 inh 2.9, FXIIa inh 10.2, Rad51 HR inh -2.0, KCC2 mod -0.188 and FXIa inh 1536 3.7.
For Cc1cccnc1CN1CCN(Cc2nc(Cc3cccc(F)c3)no2)CC1 the results were TNF necrop inh 0.0, zVAD death inh -0.7, Hck Nef HTS 13.4, Thrombin inh 3.7, FXIIa inh 12.5, KCC2 mod 0.611 and FXIa inh 1536 2.5.
`COC(=O)c1ccc(NC(=O)COc2ccc(S(=O)(=O)NC(C)(C)C)cc2)cc1` gave TNF necrop inh 1.4, zVAD death inh 0.6, Hck Nef HTS 13.4, Thrombin inh 5.7, hK5 inh -6.6, FXIIa inh -1.9, Rad51 HR inh 4.4, KCC2 mod 0.458 and FXIa inh 1536 -3.8.
`Cc1ccc(-c2cc(-c3c(C)nn(C)c(=O)c3N)[nH]n2)cc1` gave TNF necrop inh 3.4, zVAD death inh 0.7, Hck Nef HTS 3.1, Thrombin inh 0.2, hK5 inh 0.8, FXIIa inh 7.9, Rad51 HR inh -0.3, KCC2 mod 0.298 and FXIa inh 1536 -4.0.
For Cn1c(CCc2ccc(N)cc2)nc2ccccc21 the results were TNF necrop inh -1.0, zVAD death inh -0.4, Hck Nef HTS 6.0, Thrombin inh 8.3, hK5 inh -4.5, FXIIa inh 9.3, Rad51 HR inh 28.1, KCC2 mod -0.0537 and FXIa inh 1536 -0.7.
Screening CCOP(=O)(OCC)C(C#N)=C1SCN(c2ccc(Cl)cc2)CS1 returned TNF necrop inh -0.4, zVAD death inh 0.5, Hck Nef HTS -1.8, Thrombin inh -7.2, hK5 inh -11.8, FXIIa inh 3.0, Rad51 HR inh 4.5, KCC2 mod -1.19 and FXIa inh 1536 -10.6.
For CC1=C(C(N)=O)C(c2ccccn2)n2nc(SCc3ccccc3Cl)nc2N1 (stereo unspecified) the results were TNF necrop inh 0.5, zVAD death inh -0.9, Hck Nef HTS -0.6, Thrombin inh 0.9, hK5 inh 2.2, FXIIa inh 17.2, Rad51 HR inh 5.8 and FXIa inh 1536 3.9.
Screening CC1=CC(=O)C=CC1(C)C(Cl)Cl (stereo unspecified) returned TNF necrop inh -1.2, zVAD death inh -0.1, Hck Nef HTS -0.5, Thrombin inh 2.6, hK5 inh -6.0, FXIIa inh 13.2, Rad51 HR inh -5.9, KCC2 mod 1.12 and FXIa inh 1536 4.4.
Cc1noc(C)c1COc1cccc(C(=O)Nc2ccc(OCc3ccccc3)cc2)c1 was read as TNF necrop inh 3.9, zVAD death inh 0.0, Hck Nef HTS 2.0, Thrombin inh 4.1, hK5 inh 4.3, FXIIa inh 15.4, Rad51 HR inh 0.4, KCC2 mod -1.14 and FXIa inh 1536 2.3.
For O=C(Cc1ccc(Cl)cc1)Nc1ccc(S(=O)(=O)Nc2cnc3ccccc3n2)cc1 the results were TNF necrop inh -0.1, zVAD death inh -3.6, Hck Nef HTS 15.8, Thrombin inh 4.7, hK5 inh 23.4, FXIIa inh 13.1, Rad51 HR inh -7.8, KCC2 mod -0.349 and FXIa inh 1536 5.8.
Screening CC[C@@H](C)[C@@H](C(=O)N1CCNCC1)n1cc(CCC(=O)O)nn1 returned TNF necrop inh 0.6, zVAD death inh 0.3, Hck Nef HTS -14.0, Thrombin inh 3.3, hK5 inh 5.5, FXIIa inh 12.5, Rad51 HR inh -7.0, KCC2 mod 1.1 and FXIa inh 1536 1.9.
Oc1ccc(Cl)cc1-c1cc(-c2ccccc2Cl)[nH]n1 was read as TNF necrop inh -1.6, zVAD death inh 0.4, Hck Nef HTS 13.4, Thrombin inh -5.4, hK5 inh -24.6, FXIIa inh 4.6, Rad51 HR inh 5.8, KCC2 mod 0.0457 and FXIa inh 1536 -4.3.
Screening C=CCOC(=O)/C(=C\c1ccccc1)NC(=O)c1ccco1 returned TNF necrop inh 1.2, zVAD death inh 0.4, Hck Nef HTS 3.4, Thrombin inh -1.8, hK5 inh -23.5, FXIIa inh 8.2, KCC2 mod 0.272 and FXIa inh 1536 4.3.
COc1ccc(N2CC(C)Cn3c2nc2c3c(=O)n(Cc3ccc(F)cc3)c(=O)n2C)c(OC)c1 (stereo unspecified) was read as TNF necrop inh -3.6, zVAD death inh 0.2, Hck Nef HTS 0.9, Thrombin inh -5.0, hK5 inh 0.1, FXIIa inh -2.0, Rad51 HR inh -7.1 and FXIa inh 1536 -4.6.
Screening CCOC(=O)c1sc(NC(=O)Cc2c(F)cccc2Cl)nc1C returned TNF necrop inh 3.8, zVAD death inh 68.1, Hck Nef HTS 15.3, Thrombin inh -19.2, hK5 inh -0.4, FXIIa inh -0.4, Rad51 HR inh 15.0, KCC2 mod -0.646 and FXIa inh 1536 -5.9.
O=C1/C(=C/C=C/c2ccccc2)Oc2c1ccc(O)c2CN1CCN(CCO)CC1 was read as TNF necrop inh -3.8, zVAD death inh 0.6, Hck Nef HTS -13.2, Thrombin inh -0.8, hK5 inh 6.3, FXIIa inh 13.4, KCC2 mod inactive and FXIa inh 1536 7.4.
Screening O=S(=O)(Nn1cnnc1)c1ccc(F)cc1 returned TNF necrop inh 0.2, zVAD death inh -0.3, Hck Nef HTS 7.1, Thrombin inh -1.9, hK5 inh -1.4, FXIIa inh 8.6, Rad51 HR inh -133.2, KCC2 mod 1.43 and FXIa inh 1536 -0.5.
For Cc1ccc(N/C=C(/C#N)c2ccsc2)cc1C the results were TNF necrop inh 1.7, zVAD death inh 0.1, Hck Nef HTS -0.1, Thrombin inh 3.2, hK5 inh -8.5, FXIIa inh 13.1, Rad51 HR inh 2.4, KCC2 mod -1.09 and FXIa inh 1536 0.0.
Cc1cc(-c2ccccc2)nc(Oc2ccc(C(C)(C)C)cc2)c1S(C)(=O)=O was read as TNF necrop inh 0.0, zVAD death inh 1.1, Hck Nef HTS 0.4, Thrombin inh 0.9, hK5 inh -14.2, FXIIa inh 6.0, Rad51 HR inh 1.3, KCC2 mod 0.701 and FXIa inh 1536 -2.0.
Screening CCc1nc2ccc(C(=O)Nc3nnc(C)s3)cc2nc1CC returned TNF necrop inh 0.8, zVAD death inh 2.1, Hck Nef HTS 22.9, Thrombin inh -7.5, hK5 inh 2.6, FXIIa inh 11.2, Rad51 HR inh 5.4, KCC2 mod 0.341 and FXIa inh 1536 0.1.
Screening CCCCCCCCCC(=O)OCC(O)CO (stereo unspecified) returned TNF necrop inh 0.9, zVAD death inh 0.5, Hck Nef HTS -4.9, Thrombin inh -1.8, hK5 inh -8.5, FXIIa inh 13.7, Rad51 HR inh -8.5, KCC2 mod -0.266 and FXIa inh 1536 6.8.
For CCCCn1c(=O)nc2n(-c3ccc(OC)cc3)c3ccccc3cc-2c1=O the results were TNF necrop inh 0.9, zVAD death inh -0.7, Hck Nef HTS -10.0, Thrombin inh -4.9, FXIIa inh 1.8, KCC2 mod 0.0581 and FXIa inh 1536 -1.0.
Screening Cc1nn(-c2ccccc2)c2nc(-c3cccs3)cc(C(=O)NN)c12 returned TNF necrop inh 1.1, zVAD death inh 8.2, Hck Nef HTS 25.8, Thrombin inh 6.0, hK5 inh 2.3, FXIIa inh 7.2, Rad51 HR inh 21.4, KCC2 mod -0.0105 and FXIa inh 1536 -0.5.
C=CCn1c(O)c(N=Nc2nc3ccccc3c(=O)n2-c2ccccc2)c2ccccc21 was read as TNF necrop inh 0.0, zVAD death inh -0.4, Hck Nef HTS 4.6, Thrombin inh 2.1, hK5 inh -8.9, FXIIa inh 11.9, Rad51 HR inh 1.0, KCC2 mod 2.21 and FXIa inh 1536 10.6.
For CCC(C)(C)c1ccc(OCC(=O)N(C)C)c(C(C)(C)CC)c1 the results were TNF necrop inh 0.1, zVAD death inh 0.5, Hck Nef HTS -22.9, Thrombin inh -10.2, hK5 inh -4.1, FXIIa inh 4.0, Rad51 HR inh 7.6, KCC2 mod -0.533 and FXIa inh 1536 -5.5.
COc1cc(C(=O)NCCCN2CCCC2=O)cc(OC)c1OC was read as TNF necrop inh 0.1, zVAD death inh -0.8, Hck Nef HTS 0.4, Thrombin inh 0.3, hK5 inh -14.9, FXIIa inh 10.7, Rad51 HR inh -3.4, KCC2 mod 0.241 and FXIa inh 1536 -2.3.
